Insulin prom up: MIN6 insulin promoter up-regulation | AID 1625 | z-score at 5 µM | actives 0.3% (n = 190,000) | MIN6 insulin promoter-GFP reporter, high-content imaging; stronger effect = higher value;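 active = z-score above 3 at 5 µM with at least 500 cells counted in the well; inconclusive = wells under 500 cells, flagged as cytotoxic or low count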
WT yeast gro inh: growth inhibition of WT yeast, mitochondrial fusion screen | mitochondrial fusion phenotypic screen, WT strain | inhibition, % at 10 µM | actives 2.1% (n = 190,000); in the data active = inhibition above about 58%; tested in S. cerevisiae
Dynein transport: dynein cargo transport inhibition. 3617.4 mouse cells, GR-EGFP nuclear translocation imaging; test concentration mostly 20 µM; stimulated with dexamethasone, 1 µM; stronger effect = lower value. z-score, hits read low. actives 0.47% (n = 220,000). AID 1381;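 active = plate z-score of nuclear minus cytoplasmic receptor signal below a set negative limit, without overly bright fluorescence or cell loss, cut at about -3.5 in these data, passing the limit was not always enough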;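 also: z-score of nuclear minus cytoplasmic ring GR-EGFP intensity difference per well; some compounds called inactive have numbers as strong as hits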
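Buffer or medium: tet-free, stripped-serum medium; reagent: dexamethasone at 1.0 µM final, 30 min; incubation: 48 h induction, 1 h compound, 30 min dex at 37 °C; measured by: formaldehyde fixation, Hoechst nuclear stain, 10x automated fluorescence imaging; read-out: nuclear-to-cytoplasmic GR-EGFP distribution per well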
MT stabilize HCS: microtubule stabilization, imaging screen. HeLa tubulin immunostaining HCS, 24 h; share of cells brighter than vehicle mean+2SD. % tubulin-high responders, % at 10 µM. actives 0.83% (n = 200,000);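 active = plate Z-score above 3 for both tubulin-high and condensed-nucleus cell shares, with cell loss under 80%, at 10 µM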;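 also: anti alpha tubulin signal scored within the nucleus-defined area of each cell; some results filed as inactive read as strong as hits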
NOD2 inhibition: inhibition of NOD2-driven NF-kB reporter – cell-based, luminescence, uHTS, HEK293 (AID 1566). actives 0.63% (n = 290,000). HEK293 NOD2/NF-kB luciferase reporter, luminescence; higher % means a stronger effect. inhibition, % at 4 µM, or EC50 in µM where a hit was titrated; in the data active = inhibition above about 50%; also: many of its hits are not listed in these tables
Yfh1-off respiration: enhancers of respiration in Yfh1-depleted yeast, dose response, Friedreich's ataxia, plus single-dose screen (AID 1465). S. cerevisiae Yfh1-off respiration, WST-1 reduction, 72 h; higher fold induction means a stronger effect. actives 0.074% (n = 220,000). one-dose fold induction at 50 µM; EC50 in µM for titrated hits;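 active = fold induction of absorbance versus untreated yeast above a set limit, then at least 30% activation at any dose in follow-up; inconclusive = repeats straddling the limit, or above it without dose testing; inactive = fold induction below the set limit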;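 also: activators that raise dye reduction in frataxin-depleted yeast; strong numbers were not always called active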
bCat nuc transl: beta-catenin nuclear translocation modulation | HeLa beta-catenin nuclear translocation, immunofluorescence imaging | AID 1665 | actives 0.3% (n = 190,000) | nuclear translocation activity, % at 5 µM;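 active = nuclear translocation activity above 50% at 5 µM, with a well cell count of 50 or more; inconclusive = wells under 50 cells across six images, flagged as toxic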;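 also: per-cell ratio of nuclear to cytoplasmic median beta-catenin stain intensity; plate controls were DMSO negative control for no effect and GSK-3 inhibitor IX positive control for full effect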
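Test system: human HeLa cell line; Doses: 5 µM primary, 0.02–20 µM confirmation; Incubation: 24 h compound exposure, 37°C; Detection: beta-catenin immunofluorescence imaging with DAPI; Read-out: beta-catenin nuclear/cytoplasmic ratio, % activation.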
Autophagy HCS: modulators of autophagy | MEF GFP-LC3 puncta imaging; test concentration mostly 10 µM | actives 0.98% (n = 190,000) | AID 463193 | calls only at 10 µM (by protocol);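 active = percentage of spot-positive cells more than 3 SD above its plate mean, without a fluorescence outlier flag or 80% toxicity; inconclusive = no clear call, values can overlap the other calls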;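 also: spot-positive cell cutoff set from DMSO-treated cells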
Hep lipid drop: hepatic lipid droplet formation modulation. AML12 mouse hepatocytes, oleate lipid droplets, BODIPY imaging. inhibition, % at 6.5 µM. actives 0.4% (n = 240,000). AID 1656;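 active = lipid droplet intensity inhibited by at least 50%, with more than 500 cells counted; inconclusive = wells with under 300 cells, treated as cytotoxic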
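material = mouse AML12 hepatocyte cell line, fixed after treatment | also added = 100 µM oleic acid challenge | doses = compound at 6.5 µM only | schedule = overnight exposure | technique = Image-based BODIPY and DAPI two-channel analysis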
WT yeast gro inh mutant strain: also measured in WT yeast gro inh; calls as there; inhibition, %; mitochondrial fusion phenotypic screen, mutant strain inhibition
Dynein transport cytoplasmic EGFP: second read-out of Dynein transport, no call of its own (marks repeat the call); z-score; measured here: cytoplasmic GR-EGFP intensity; stronger effect = higher value
Dynein transport nuclear GR-EGFP: also measured in Dynein transport; calls as there; z-score; measured here: nuclear GR-EGFP intensity;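 lower value marks the stronger effect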
Dynein transport cell count: recorded beside Dynein transport, whose call it bears; z-score; measured here: cell count per field
Insulin prom up cell count: second read-out of Insulin prom up, no call of its own (marks repeat the call); cell count; measured here: cytotoxicity, nuclei count;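 total cells summed across four imaged fields per well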
Hep lipid drop cells 6.5 µM: also measured in Hep lipid drop; calls as there; cell count; measured here: cell count, cytotoxicity flag;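 cells counted across two imaged fields per well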
bCat nuc transl cell count 5 µM: second read-out of bCat nuc transl, no call of its own (marks repeat the call); cell count; measured here: cell count, cytotoxicity flag
MT stabilize HCS Hoechst-high %: second read-out of MT stabilize HCS, no call of its own (marks repeat the call); % Hoechst-high responders; measured here: nuclear condensation Hoechst responders;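 share of cells brighter than vehicle mean plus two SD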
MT stabilize HCS cytotoxicity %: second read-out of MT stabilize HCS, no call of its own (marks repeat the call); toxicity, %; measured here: cytotoxicity by cell density;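 0% = mean cell density of plate MIN control wells and 100% = no cells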
Autophagy HCS cell loss 18 h: second read-out of Autophagy HCS, no call of its own (marks repeat the call); toxicity, %; measured here: cell loss, nuclei count;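 cell loss after 18 h compound exposure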
* marks the source's active call; other numbers are inactive results; i = inactive; ? = inconclusive; . = no result given.

SMILES	Insulin prom up	Insulin prom up cell count	WT yeast gro inh	WT yeast gro inh mutant strain	Dynein transport	Dynein transport cytoplasmic EGFP	Dynein transport nuclear GR-EGFP	Dynein transport cell count	MT stabilize HCS	MT stabilize HCS Hoechst-high %	MT stabilize HCS cytotoxicity %	NOD2 inhibition	Yfh1-off respiration	bCat nuc transl	bCat nuc transl cell count 5 µM	Autophagy HCS	Autophagy HCS cell loss 18 h	Hep lipid drop	Hep lipid drop cells 6.5 µM
O=C1C(C=NCc2cccnc2)=C(O)c2ccccc21	0.16	1456	8	3	2.4	-0.18	0.59	-0.47	6.7	2.2	4.8	-154%	i	-0.5	1188	i	17	.	.
CC(SC#N)C(=O)C12CC3CC(CC(C3)C1)C2 (stereo not drawn)	0.05	1037	-4	27	-6.8*	1.1*	-2.7*	0.45*	1.8	3.2	3.5	6%	i	-0.9	1154	i	6	-6	711
CC(=O)NC(=S)Nc1cccc([N+](=O)[O-])c1	-0.61	1565	21	29	-0.41	-0.28	-0.028	0.7	5.6	1.6	7.0	10%	i	2.5	1125	i	-47	2	665
Cc1ccc(C(=O)c2sc3nsc(C)c3c2N)cc1	2.2	843	-14	-13	-0.54	0.86	-0.35	0.67	1.8	1.4	7.0	-69%	?	.	.	i	-1	4	837
Cc1cc(Cl)ccc1OCCCC(=O)OCC(=O)c1c(N)n(C)c(=O)n(C)c1=O	-1.2	1366	.	.	-0.88	-0.24	-0.28	0.93	.	.	.	24%	i	1.3	1262	.	.	14	732
CN1CC(c2ccccc2)C2(SC(=S)N(Cc3ccco3)C2=O)C12C(=O)Nc1ccccc12 (stereo not drawn)	-0.2	955	80*	28*	-0.65	-0.24	0.25	0.99	2.6	1.2	0.0	-7%	i	-3.5	1086	i	1	5	709
CCCOC(=O)c1[nH]c2c(c1C)C(=O)CC(c1ccc(OC)c(OC)c1)C2 (stereo not drawn)	-0.09	1129	-9	-24	-1.6	-0.26	-0.31	1.4	2.8	1.9	7.2	20%	i	-3.8	569	i	-2	-16	701
CCCCC(=O)N(CCOC)c1nnc(-c2ccc(OC)cc2)s1	-0.15	1111	-3	13	0.018	-0.15	0.44	0.046	4.3	2.8	8.5	30%	i	-1.6	1113	i	16	-6	799
O=P(c1ccccc1)(c1ccccc1)C(c1ccccn1)P(=O)(c1ccccc1)c1ccccc1	-0.01	1135	.	.	2.6	-0.084	1.8	-2	.	.	.	8%	i	-0.2	1302	.	.	2	780
CCn1nnc(NC(=O)c2c(OC)cccc2OC)n1	0.2	1210	1	-2	0.98	-0.23	0.48	0.038	3.2	1.5	3.3	4%	i	-7.1	1004	i	-6	.	.
O=C1CN(C(=O)COC(=O)C2=COCCO2)c2ccccc2N1	0.88	1485	-2	0	-0.62	-0.24	-0.15	1.1	1.2	1.0	6.2	-19%	i	1.4	1442	i	-2	.	.
CCn1c(SCC(=O)N2CCCC2)nc2c1c(=O)n(C)c(=O)n2C	-0.06	1377	-11	0	0.9	0.026	0.9	-0.57	7.2	2.8	7.9	5%	i	-5.6	995	i	2	.	.
COCCN(C(=O)Cc1cccs1)C(C(=O)NCc1ccc(OC)cc1)c1ccc(C(C)C)cc1 (stereo not drawn)	0.75	1925	61*	23*	.	.	.	.	1.9	1.8	3.9	12%	i	-1.9	1112	i	5	-3	673
Cc1ccc(-c2cc(C(=O)NCc3ccc4c(c3)OCO4)no2)cc1	-0.03	1347	-3	-3	0.92	0.095	1	-0.95	1.7	1.9	6.5	-52%	i	0.1	1095	i	-8	3	706
COc1cc(OC)c(N(C)S(=O)(=O)c2cccc(C(=O)OCc3c(C)noc3C)c2)cc1Cl	-1.8	1341	-9	-12	0.18	-0.1	0.73	-1.3	4.5	2.3	7.8	-19%	i	-1.4	1142	i	3	-4	684
COC(=O)/C=C1\SC(=Nc2ccc(Cl)c(Cl)c2)NC1=O	-0.71	1283	11	15	-0.32	0.041	-0.29	-1.4	4.0	2.5	3.2	-3%	i	0.0	1062	i	1	-10	738
Cc1ccc2c(c1)sc[n+]2Cc1ccccc1	.	.	-9	3	0.95	-0.15	0.29	-1.7	5.0	1.3	2.0	-77%	i	.	.	i	0	.	.
CCn1c(SCC(=O)N/N=C/c2c[nH]c3ccccc23)nnc1-c1ccc(C(C)(C)C)cc1	-0.26	1210	1	15	0.25	-0.2	0.13	0.089	1.7	2.6	20	9%	i	-5.7	543	i	-7	2	691
CN1C2C=C(N(CCc3ccccc3)C(=O)c3ccc(Cl)cc3)CC1CC2 (stereo not drawn)	-0.95	1413	-1	5	-0.5	-0.37	-0.04	0.94	1.9	1.4	7.4	15%	i	-1.2	1039	i	8	5	727
O=C(NC1CCS(=O)(=O)C1)c1ccc(S(=O)(=O)NCC2CCCO2)cc1 (stereo not drawn)	-0.56	1335	9	12	-0.15	-0.22	-0.0037	-0.32	2.1	2.1	6.4	10%	i	0.0	1028	i	7	-2	753
COc1ccc(-c2c(C(F)(F)F)oc3c(CN4CCN(C)CC4)c(O)ccc3c2=O)cc1	-0.06	1893	17	20	-0.7	-0.26	-0.16	0.69	1.3	1.7	2.4	3%	i	-0.3	1052	i	6	4	603
O=c1oc(-c2ccco2)nc2sc3c(c12)CCCCC3	.	.	10	15	-0.45	-0.061	-0.32	-0.7	1.3	2.2	7.6	-66%	i	0.7	1552	i	-16	-1	736
CN(Cc1ccccc1)C(=O)COC(=O)c1ccc2ccccc2n1	0.58	1221	-9	11	-0.4	-0.34	0.015	0.63	3.7	3.4	14	-20%	i	-0.4	1131	i	-4	23	720
Cc1ccc(-c2nc3ccccc3c(=O)n2CCCn2ccnc2)cc1	-0.17	1243	-4	-3	-0.18	-0.21	0.2	-0.3	2.5	3.1	7.8	2%	i	-2.7	1180	i	1	-9	745
COC(=O)C1=C(C)N=C2SC(C)C(=O)N2C1c1ccc(C(=O)OC)cc1 (stereo not drawn)	-0.48	1184	-2	-3	-0.69	-0.37	-0.059	1	4.6	1.8	13	20%	i	-1.1	879	i	4	.	.
O=C(Nc1ccc(Cl)cn1)c1ccc([N+](=O)[O-])o1	-3.1	962	16	8	-1.9	0.71	-0.85	0.048	8.3*	10*	24*	8%	i	4.9	1222	i	33	-9	531
CC(NC(=O)c1sc2cc([N+](=O)[O-])ccc2c1Cl)C(C)(C)C (stereo not drawn)	-0.09	1410	14	8	0.43	-0.24	0.45	0.1	2.1	2.8	9.7	21%	i	-1.1	1192	i	16	6	718
CC(C)(C)c1cc(CN2CCC(O)CC2)cc(C(C)(C)C)c1O	1.2	818	3	10	-0.92	-0.18	-0.24	0.87	1.0	0.8	5.8	6%	i	2.3	898	i	-3	6	768
CC(C)OC(=O)CCC/C=C\C[C@@H]1[C@@H](CC[C@@H](O)CCc2ccccc2)[C@H](O)C[C@@H]1O	-0.16	1441	18	6	.	.	.	.	.	.	.	11%	i	4.3	982	.	.	-19	680

Arranged by number of heavy atoms (high to low): 6 of the compounds above.
SMILES	Insulin prom up	Insulin prom up cell count	WT yeast gro inh	WT yeast gro inh mutant strain	Dynein transport	Dynein transport cytoplasmic EGFP	Dynein transport nuclear GR-EGFP	Dynein transport cell count	MT stabilize HCS	MT stabilize HCS Hoechst-high %	MT stabilize HCS cytotoxicity %	NOD2 inhibition	Yfh1-off respiration	bCat nuc transl	bCat nuc transl cell count 5 µM	Autophagy HCS	Autophagy HCS cell loss 18 h	Hep lipid drop	Hep lipid drop cells 6.5 µM
COc1ccc(-c2c(C(F)(F)F)oc3c(CN4CCN(C)CC4)c(O)ccc3c2=O)cc1	-0.06	1893	17	20	-0.7	-0.26	-0.16	0.69	1.3	1.7	2.4	3%	i	-0.3	1052	i	6	4	603
CC(C)OC(=O)CCC/C=C\C[C@@H]1[C@@H](CC[C@@H](O)CCc2ccccc2)[C@H](O)C[C@@H]1O	-0.16	1441	18	6	.	.	.	.	.	.	.	11%	i	4.3	982	.	.	-19	680
COC(=O)C1=C(C)N=C2SC(C)C(=O)N2C1c1ccc(C(=O)OC)cc1 (stereo not drawn)	-0.48	1184	-2	-3	-0.69	-0.37	-0.059	1	4.6	1.8	13	20%	i	-1.1	879	i	4	.	.
CN(Cc1ccccc1)C(=O)COC(=O)c1ccc2ccccc2n1	0.58	1221	-9	11	-0.4	-0.34	0.015	0.63	3.7	3.4	14	-20%	i	-0.4	1131	i	-4	23	720
CC(NC(=O)c1sc2cc([N+](=O)[O-])ccc2c1Cl)C(C)(C)C (stereo not drawn)	-0.09	1410	14	8	0.43	-0.24	0.45	0.1	2.1	2.8	9.7	21%	i	-1.1	1192	i	16	6	718
O=C(Nc1ccc(Cl)cn1)c1ccc([N+](=O)[O-])o1	-3.1	962	16	8	-1.9	0.71	-0.85	0.048	8.3*	10*	24*	8%	i	4.9	1222	i	33	-9	531

Source: PubChem BioAssay

Not all compounds are listed (hit frequency here may not be typical).
